NPY Y2 blocker: antagonists of human neuropeptide Y receptor Y2; P49146; NPY-Y2 expressing cells, antagonist mode; inhibition, % at 2.7 µM; 0.99% of 140,000 active; in the data active = inhibition above about 17%;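 note: 0% = vehicle with agonist challenge and 100% = reference antagonist with challenge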
Target sequence (P49146 whole entry, looked up): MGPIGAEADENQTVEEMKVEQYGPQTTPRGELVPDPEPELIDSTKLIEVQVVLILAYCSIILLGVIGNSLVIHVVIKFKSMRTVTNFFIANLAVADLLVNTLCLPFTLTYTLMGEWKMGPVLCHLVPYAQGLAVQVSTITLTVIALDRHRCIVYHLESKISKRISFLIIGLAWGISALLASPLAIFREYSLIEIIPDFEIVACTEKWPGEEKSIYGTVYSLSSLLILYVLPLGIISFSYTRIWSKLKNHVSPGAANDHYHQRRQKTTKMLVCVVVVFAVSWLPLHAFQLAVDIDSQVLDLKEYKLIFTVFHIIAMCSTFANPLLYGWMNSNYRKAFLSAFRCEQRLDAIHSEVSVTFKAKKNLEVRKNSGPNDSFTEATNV
BB579 growth dn: reduces growth of yeast BB579 in restrictive medium; inhibition, % at 10 µM; 0.51% of 140,000 active; S. cerevisiae BB579 growth, OD615, 48 h; AID 804;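 active = inhibition above a set limit, 3 SD over the mean compound inhibition, cut at about 44% in these data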; note: inactives centre near -24
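System: Saccharomyces cerevisiae DeaD strain BB579, replicative lifespan model yeast | Buffer or medium: Restrictive glucose-based CSMM-D medium | Times: 4 h preincubation and 48 h exposure at 30 °C | Detection: OD615 turbidity measurement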
Yeast life ext: extends the lifespan of yeast. inhibition of the nicotinamide effect, % at 10 µM. S. cerevisiae growth with nicotinamide, OD615; deaD strain in restrictive glucose medium. 0.68% of 130,000 active;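 active = inhibition above a set limit, placed 3 SD over the median of all compounds, cut at about 26% in these data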;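 note: 0% = nicotinamide-treated wells and 100% = cells grown without nicotinamide; some compounds called inactive have numbers as strong as hits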
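Assay system: engineered S. cerevisiae DeaD replicative-lifespan strain, galactose-grown log-phase cells; Buffer or medium: CSMM-D glucose medium, restrictive; Probe or stimulus: nicotinamide 1.5 mM; Compound: single dose 10 µM compound, 0.25% DMSO; Schedule: 4 h preincubation then 48 h treatment at 30 °C; Technique: OD615 measurement.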
bCat KO growth: beta-catenin-lacking colon tumor cell growth suppression | viability, % at 10 µM | 1.5% of 140,000 active | HCT116 beta-catenin knockout viability, CellTiter-Glo, 60 h; stronger effect = lower value | AID 818;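 active = viability at or under a set limit, the compound median less 4 SD, cut at about 6% in these data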;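 note: 0% = Hyamine 1622 control at 20 µM and 100% = untreated cell control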
MRP1 act: activators of MRP-1 | H69AR cells + doxorubicin, viability rescue, CellTiter-Glo | viability increase, % at 10 µM | 0.61% of 140,000 active | AID 799;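 active = viability gain under doxorubicin at or above a set limit, the compound median plus 3 SD, cut at about 4.7% in these data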;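 note: MRP-1 overexpressing cells given doxorubicin 25 µM after compound pretreatment; 18-22 h compound pretreatment then 72 h with doxorubicin before readout; 0% = doxorubicin-only wells and 100% = vehicle-treated cells without doxorubicin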
HCT116 PTEN-null: growth suppressors of cells with PTEN tumor suppressor deletion. HCT116 PTEN-null viability, CellTiter-Glo, 60 h; stronger effect = lower value. viability, % at 10 µM. 1.2% of 140,000 active. AID 827;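 active = viability at or below a set limit, 4 SD under the median of all tested compounds, cut at about 3.7% in these data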;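 note: PTEN knockout HCT116 line with beta catenin targeted HCT116 as companion control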
Measles CPE: protection of cells from measles virus; Measles virus-infected cells, CPE protection, absorbance; protection (pct of control), % at 4 µM; 1.5% of 140,000 active; in the data active = protection mostly above about 24%, no sharp cut-off; inactive = mostly below about 26%; note: some compounds called inactive have numbers as strong as hits
Phagocyt inh: inhibitors of macrophage phagocytosis. J774A.1 macrophage IgG-bead phagocytosis, imaging. inhibition, % at 5 µM. 0.07% of 110,000 active. AID 1029;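 active = inhibition above the mean of the plate negative controls plus 5 SD, cut at about 13% in these data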;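 note: phagocytic index as fraction of beads internalized from green versus red external bead signal; plate controls were DMSO negative control for no effect and cytochalasin-D positive control for full effect; some results beyond the cut were filed as inactive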
GALR2 blocker: GALR2 (human) receptor antagonism. inhibition, % at 4 µM. GALR2-expressing cells, antagonist mode. O43603. 0.39% of 140,000 active; in the data active = inhibition above about 27%;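 note: cells stimulated with galanin 1-16 at roughly its EC80; 0% = agonist challenge control and 100% = basal control without agonist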
Target sequence (O43603 whole entry, looked up): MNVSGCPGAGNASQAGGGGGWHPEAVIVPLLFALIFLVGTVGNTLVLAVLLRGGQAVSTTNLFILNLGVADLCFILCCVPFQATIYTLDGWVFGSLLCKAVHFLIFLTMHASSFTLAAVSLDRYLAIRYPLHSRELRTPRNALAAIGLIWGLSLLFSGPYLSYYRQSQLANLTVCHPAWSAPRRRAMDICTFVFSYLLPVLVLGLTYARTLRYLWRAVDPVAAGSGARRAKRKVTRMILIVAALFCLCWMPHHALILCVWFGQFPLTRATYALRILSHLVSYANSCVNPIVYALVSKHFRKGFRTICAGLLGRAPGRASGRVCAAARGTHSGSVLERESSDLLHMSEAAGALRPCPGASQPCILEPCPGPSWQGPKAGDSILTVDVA
E-sel TNF inh: blocks E-selectin expression induced by TNF alpha. HUVEC TNFa-induced E-selectin immunofluorescence, high content. inhibition, % at 2 µM. 0.71% of 120,000 active. AID 1246;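 active = inhibition above the batch mean plus 3 SD, and confirmed as a hit on visual image review, cut at about 43% in these data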;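 note: 0% = TNF-stimulated DMSO wells and 100% = unstimulated control wells; not every result past the cut was called active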
An asterisk follows results filed as active; nt = not tested or not shown.

nr | compound | NPY Y2 blocker | BB579 growth dn | Yeast life ext | bCat KO growth | MRP1 act | HCT116 PTEN-null | Measles CPE | Phagocyt inh | GALR2 blocker | E-sel TNF inh
1 | CCCSc1nc(NCc2ccco2)c2c3c(sc2n1)COC(C)(C)C3 | 9 | -31 | -22 | 62 | -4.6 | 57 | 6 | nt | -12 | -13
2 | CCOc1ccc(NC(=O)C2CC(C)=C(C)CC2C(=O)O)cc1 (centres undefined) | 3 | -17 | 0 | 95 | -3.4 | 85 | 13 | -4 | -10 | 24
3 | S=C(Nc1cccc(Cl)c1)NC1CCCCC1 | 1 | 10 | -4 | 96 | -6.5 | 83 | 13 | nt | 5 | 1
4 | COC(=O)c1c(C(=O)OC)c(-c2cccc(C)c2)n2c1CS(=O)(=O)C2 | 2 | -33 | -4 | 88 | -1.9 | 80 | 0 | -1 | -2 | 3
5 | COC(=O)n1c(=S)oc2cc(Cl)ccc21 | 2 | -35 | -20 | 100 | 0.2 | 94 | 8 | -2 | 4 | 9
6 | N#CCCN(C(=O)Nc1ccccc1)c1ccccc1 | 0 | -54 | 9 | 97 | -1.3 | 100 | 7 | -1 | 10 | -12
7 | O=C(CCc1ccc(S(=O)(=O)N2CCOCC2)cc1)Nc1nc(COc2ccccc2)cs1 | 11 | -17 | -5 | 49 | -0.5 | 38 | 8 | -1 | -8 | -3
8 | CC1CCCCN1S(=O)(=O)c1ccc(NC(=O)CSc2nnnn2C)cc1 (centres undefined) | -1 | -7 | -12 | 98 | 0.4 | 98 | 9 | 0 | 3 | -11
9 | Cc1cccc(OCCC(=O)N(C)CC(=O)Nc2cccc3ccccc23)c1 | 2 | -13 | -1 | 86 | 0.1 | 79 | 12 | nt | 2 | nt
10 | c1ccc2c(c1)nnn2Cc1nnc2sc(-c3ccncc3)nn12 | -1 | -86 | -2 | 96 | -1.6 | 90 | 9 | -1 | 1 | nt

The last 2 records of the part before open the next one:
nr | compound | NPY Y2 blocker | BB579 growth dn | Yeast life ext | bCat KO growth | MRP1 act | HCT116 PTEN-null | Measles CPE | Phagocyt inh | GALR2 blocker | E-sel TNF inh
9 | Cc1cccc(OCCC(=O)N(C)CC(=O)Nc2cccc3ccccc23)c1 | 2 | -13 | -1 | 86 | 0.1 | 79 | 12 | nt | 2 | nt
10 | c1ccc2c(c1)nnn2Cc1nnc2sc(-c3ccncc3)nn12 | -1 | -86 | -2 | 96 | -1.6 | 90 | 9 | -1 | 1 | nt
11 | COC(=O)c1ccc(C)c(NC(=O)CN(c2ccc3c(c2)OCO3)S(C)(=O)=O)c1 | 3 | -16 | 10 | 97 | -2.2 | 104 | 20 | -3 | 3 | -26
12 | CCOc1ccc(/C=N/NC(=O)c2ccc(CSc3nc4ccccc4[nH]3)cc2)cc1 | 0 | -13 | 7 | 93 | -2.5 | 92 | 5 | 3 | 16 | nt
13 | Cn1cnnc1SCC(=O)Nc1cccc(C(=O)O)c1 | -1 | -11 | -9 | 108 | -0.1 | 92 | 23 | 0 | -9 | 26
14 | O=C(NCCN1CCNCC1)c1ccccn1 | 4 | -30 | -20 | 102 | -0.4 | 97 | 3 | 2 | 3 | nt
15 | CCCCOc1ccc(Nc2nc(C)cc(C)c2C#N)cc1 | 5 | -37 | nt | 92 | -1.5 | 83 | 7 | nt | 2 | 5
16 | COc1ccc(OC)c(C2C(C(=O)O)c3ccccc3C(=O)N2C)c1 (centres undefined) | -2 | -22 | -8 | 94 | 0.8 | 101 | 4 | -1 | 12 | nt
17 | Cc1cc(C(=O)COC(=O)c2ccc[nH]c2=O)c(C)n1C | 1 | -9 | 5 | 94 | 0.6 | 96 | 18 | -5 | -1 | nt
18 | O=C(CSc1nc2cc([N+](=O)[O-])ccc2n1-c1ccc(F)cc1)NC1CCS(=O)(=O)C1 (centres undefined) | 5 | -1 | -6 | 83 | -3.1 | 87 | 6 | -5 | 14 | nt
19 | Cc1nc2ccccn2c1P(=O)(N1CCCCC1)N1CCCCC1 | 0 | -2 | nt | 83 | -4.3 | 89 | 31 | nt | -9 | -1
20 | Cn1nc(N)c2c(-c3ccccc3)c(C#N)c(N)nc21 | 0 | -16 | 1 | 92 | -2.0 | 93 | 4 | -6 | -13 | -10

Following part:
nr | compound | NPY Y2 blocker | BB579 growth dn | Yeast life ext | bCat KO growth | MRP1 act | HCT116 PTEN-null | Measles CPE | Phagocyt inh | GALR2 blocker | E-sel TNF inh
21 | CCCCNC(=O)CN(c1cccc(Br)c1)S(C)(=O)=O | 3 | -19 | nt | 92 | 0.3 | 96 | 5 | nt | -1 | -16
22 | O=C(N1CCN(c2ccccc2)CC1)C1(c2cccs2)CCOCC1 | 3 | -2 | -3 | 81 | -1.6 | 78 | 11 | -3 | -12 | nt
23 | Cc1cc(Cl)ccc1OCC(=O)NCc1ccncc1 | 0 | -14 | -3 | 93 | -1.7 | 80 | 48* | nt | 0 | 2
24 | CC(C)c1nc(SCC(=O)Nc2ccc(N3CCOCC3)cc2)c2ccccc2n1 | 2 | -63 | nt | 53 | -8.1 | 52 | 6 | nt | 2 | 17
25 | Cc1ccnc(NS(=O)(=O)c2ccc(NC(=O)c3c(-c4ccccc4Cl)noc3C)cc2)n1 | -1 | -4 | nt | 97 | -3.5 | 93 | 4 | nt | -11 | -38
26 | CC(=O)Nc1nc2ccccc2n1CCOc1ccccc1 | -2 | 24 | -6 | 31 | -3.3 | 14 | 29 | 3 | 1 | 7
27 | O=C(NCc1ccco1)C(c1cccs1)N(C(=O)Cc1cccs1)c1ccccc1 (centres undefined) | 5 | -9 | 2 | 93 | -1.4 | 82 | 10 | -1 | -1 | -5
28 | CCCC(=O)Nc1ccc(C(=O)Nc2nnc(COCC)s2)cc1 | 2 | 11 | nt | 100 | -1.9 | 99 | 14 | nt | 1 | -20
29 | CC(=O)c1c(O)cc(C(C)C)n(-c2ccccc2)c1=O | 4 | -18 | 11 | 96 | -1.3 | 107 | 8 | -4 | 16 | nt
30 | CCN(CC)CCCNC(=O)C1c2ccccc2C(=O)N1Cc1ccc(C)cc1 (centres undefined) | 0 | -18 | -17 | 85 | -2.8 | 89 | 19 | -2 | 6 | 13

Next compounds follow.
nr | compound | NPY Y2 blocker | BB579 growth dn | Yeast life ext | bCat KO growth | MRP1 act | HCT116 PTEN-null | Measles CPE | Phagocyt inh | GALR2 blocker | E-sel TNF inh
31 | N#CC1=C(N2CCOCC2)/C(=C\c2ccccc2)CC1 | 9 | -17 | -6 | 81 | -3.5 | 81 | 24 | -7 | -2 | nt
32 | S=c1[nH]nc(CSc2nc3ccccc3s2)o1 | 5 | -6 | -12 | 94 | -1.5 | 90 | nt | 1 | 17 | nt
33 | CCCCCCC(=O)Cc1cc(OC)c(OC)cc1C=C(C(=O)OCC)C(=O)OCC | 4 | -66 | 17 | 83 | -3.3 | 73 | 1 | nt | -3 | nt
34 | CCCC(=O)NCCCc1nc2ccccc2n1CCC | 2 | -50 | 1 | 97 | -2.4 | 94 | 19 | 2 | 2 | nt
35 | Cc1ccc2oc(=O)c3cnn(CC(=O)N4CCCc5ccccc54)c3c2c1 | 0 | -4 | -7 | 98 | 0.3 | 92 | 1 | 0 | 12 | nt
36 | S=C(Nc1ccc(Cl)cc1Cl)N1CCCCC1 | 3 | -24 | 10 | 92 | 1.5 | 91 | 10 | -5 | 0 | -22
37 | COc1ccc(CSc2nc(N3CCOCC3)c3c(c2C#N)CC(C)(C)OC3)cc1 | 1 | -44 | -7 | 69 | -2.5 | 70 | 12 | nt | 9 | 19
38 | O=C(C(Cc1ccccc1)n1cccc1)N1CCN(c2ncccn2)CC1 (centres undefined) | 1 | -20 | -8 | 87 | -3.2 | 80 | 19 | nt | 1 | 0
39 | N#CC(c1ccc(Cl)nn1)c1ccccc1Cl (centres undefined) | 3 | -4 | -4 | 79 | -2.1 | 82 | 5 | 0 | -5 | -10
40 | CCS(=O)(=O)NCC(c1cccnc1)N1CCN(c2ccccc2)CC1 (centres undefined) | -1 | -20 | -2 | 92 | 0.3 | 94 | 22 | 0 | -1 | 6

A section from further up, for reference:
nr | compound | NPY Y2 blocker | BB579 growth dn | Yeast life ext | bCat KO growth | MRP1 act | HCT116 PTEN-null | Measles CPE | Phagocyt inh | GALR2 blocker | E-sel TNF inh
31 | N#CC1=C(N2CCOCC2)/C(=C\c2ccccc2)CC1 | 9 | -17 | -6 | 81 | -3.5 | 81 | 24 | -7 | -2 | nt
32 | S=c1[nH]nc(CSc2nc3ccccc3s2)o1 | 5 | -6 | -12 | 94 | -1.5 | 90 | nt | 1 | 17 | nt

An excerpt from above in order of the GALR2 blocker value, highest first:
No.	Compound	GALR2 blocker
32	S=c1[nH]nc(CSc2nc3ccccc3s2)o1	17
34	CCCC(=O)NCCCc1nc2ccccc2n1CCC	2
38	O=C(C(Cc1ccccc1)n1cccc1)N1CCN(c2ncccn2)CC1 (centres undefined)	1
36	S=C(Nc1ccc(Cl)cc1Cl)N1CCCCC1	0
31	N#CC1=C(N2CCOCC2)/C(=C\c2ccccc2)CC1	-2
39	N#CC(c1ccc(Cl)nn1)c1ccccc1Cl (centres undefined)	-5

The list goes on.
nr | compound | NPY Y2 blocker | BB579 growth dn | Yeast life ext | bCat KO growth | MRP1 act | HCT116 PTEN-null | Measles CPE | Phagocyt inh | GALR2 blocker | E-sel TNF inh
41 | CCOC(=O)c1cnc(-c2ccccc2)nc1Oc1ccccc1 | 3 | -43 | -34 | 91 | -3.8 | 96 | 32 | 4 | 6 | -47
42 | Cc1ccc(-n2nc3c(SCCN4CCOCC4)nnc(C)c3c2C)cc1 | 1 | -7 | 2 | 64 | -4.2 | 69 | 7 | 1 | -19 | nt
43 | COc1ccccc1Nc1nc(N)nc(CN2CCN(c3ccccc3)CC2)n1 | 5 | 4 | -17 | 80 | -3.2 | 85 | 9 | 0 | -11 | -2
44 | CCC(=O)Oc1c(C(=O)CC)cc2c(C)cc(=O)oc2c1C | 4 | 9 | -6 | 74 | -0.7 | 74 | 12 | -2 | -4 | nt
45 | CCOC(=O)C1CCN(C(=O)CCCN2C(=O)c3ccccc3C2=O)CC1 | 4 | -11 | -22 | 102 | 0.6 | 103 | 9 | 1 | -7 | -4
46 | CC1=C(C)CS(=O)N(S(=O)(=O)c2ccc(Cl)cc2)C1 (centres undefined) | -4 | 5 | 5 | 95 | -1.2 | 97 | 12 | nt | 13 | 0
47 | O=C(NCCN1CCOCC1)C1CCN(Cc2ccccc2O)CC1 | -2 | -28 | -5 | 91 | -2.2 | 97 | 18 | -2 | -16 | 9
48 | c1coc(-c2nnc3n2C2(CCCC2)Cc2ccccc2-3)c1 | 5 | -57 | -9 | 98 | -1.4 | 103 | 10 | 0 | -12 | -10
49 | O=S(=O)(Nc1ccccn1)c1cnc(Cl)c(Br)c1 | 3 | -24 | -6 | 97 | -2.1 | 101 | 13 | -8 | 10 | nt
50 | N#Cc1nc(Cc2cccc3ccccc23)oc1N1CCN(c2ccccc2)CC1 | 2 | -36 | -9 | 84 | 1.1 | 80 | 22 | 0 | -1 | -8
51 | COc1ccccc1CNC(=O)c1ccoc1C | 4 | 14 | -7 | 84 | -1.3 | 88 | 7 | 0 | 3 | -16

Assay outcomes deposited in PubChem by several laboratories.
